# mIDH1 inhibitor – human IDH1 R132H inhibition; O75874; Potency, µM (series often up to 76.6 µM), for inactives: at the top dose activity change, negative = inhibition, hits mostly inhibitors; 0.093% of 390,000 active; AID 602179; IDH1-R132H enzyme, NADPH consumption, diaphorase/resazurin fluorescence; also: potency is read from the fitted curve at half-maximal effect; % is scaled to controls: 0 for no effect and ±100 for the full control effect; nearly all actives have a fitted effect of over 65% in size
#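 IDH1-R132H (0.5 ug/mL) preincubated 30 min with compound, then NADPH (0.016 mM) and alpha-KG (2 mM) added; 80 min at RT, pH 7.5. Remaining NADPH coupled via diaphorase/resazurin to fluorescence (540/590 nm); concentration-response curves normalized to no-enzyme control.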
# Pin1 inh – blocks the human prolyl isomerase Pin1; AID 504891; Pin1 FP peptide displacement, HiFluor488, 10 min; 0.009% of 390,000 active; Potency, µM (series often up to 115 µM), without a hit: at the top dose activity, negative = inhibition, actives largely listed as inhibitors; active = well fitted inhibition curve with a large enough effect in the polarisation, with a control signal flat, not every such curve was filed as active; inconclusive = small, poorly fitted or top-dose-only effect, or effect the other way, or a change in a side signal; inactive = no such curve, though single readings can be large or run the other way; the % refers to the polarisation; also: potency is read from the fitted curve at half-maximal effect; % is scaled to controls: 0 for no effect and ±100 for the full control effect
# Target sequence (Q13526 whole entry, looked up): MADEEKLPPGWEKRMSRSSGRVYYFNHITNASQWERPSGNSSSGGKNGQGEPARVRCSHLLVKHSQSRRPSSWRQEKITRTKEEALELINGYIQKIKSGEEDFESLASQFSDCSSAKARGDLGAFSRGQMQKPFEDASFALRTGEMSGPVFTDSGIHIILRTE
# D2 antagonist – D2 dopamine receptor (human) antagonism | P14416 | HEK293 TREx D2 cells, calcium flux, dopamine EC80 | inhibition, % at 10 µM | 2% of 340,000 active | AID 485344; in the data active = inhibition above about 30%; also: 0% is about no effect
# Target sequence (P14416 whole entry, looked up): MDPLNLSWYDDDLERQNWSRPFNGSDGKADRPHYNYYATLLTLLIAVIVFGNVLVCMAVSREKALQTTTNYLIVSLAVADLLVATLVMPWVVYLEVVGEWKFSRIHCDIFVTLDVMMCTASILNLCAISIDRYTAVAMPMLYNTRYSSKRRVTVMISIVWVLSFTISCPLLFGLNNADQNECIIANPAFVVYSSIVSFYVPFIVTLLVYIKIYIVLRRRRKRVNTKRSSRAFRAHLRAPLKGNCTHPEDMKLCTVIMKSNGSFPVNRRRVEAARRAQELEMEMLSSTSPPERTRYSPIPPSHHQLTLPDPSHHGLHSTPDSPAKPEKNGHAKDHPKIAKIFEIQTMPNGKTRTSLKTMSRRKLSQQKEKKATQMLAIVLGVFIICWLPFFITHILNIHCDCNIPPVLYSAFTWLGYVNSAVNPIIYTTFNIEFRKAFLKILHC
#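 Calcium mobilization kinetics were recorded at 1 s intervals in tetracycline-induced HEK293 T-REx D2 cells, first for 180 s after compound addition and then 180 s after EC80 dopamine.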
# USP1-UAF1 inh – inhibitors of human USP1/UAF1 deubiquitinase; O94782; recombinant USP1/UAF1, Ub-Rhodamine cleavage fluorescence; Potency, µM (series often up to 57.1 µM), for inactives: at the top dose activity change, negative = inhibition, actives largely listed as inhibitors; 0.23% of 390,000 active; AID 743255; also: potency is read from the fitted curve at half-maximal effect; % is scaled to controls: 0 for no effect and ±100 for the full control effect; nearly all actives have a fitted effect of over 60% in size; inactives centre near -12
#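 USP1/UAF1 complex (1 nM) preincubated 15 min at room temperature with compound, then Ub-Rho substrate (150 nM final) added. Kinetic fluorescence at 480/540 nm over 6 reads at 60 s intervals; 50 mM HEPES pH 7.8, 0.5 mM EDTA, 0.1 mg/ml BSA, 1 mM TCEP, 0.01% Tween-20.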
# TRHR ag – TRH receptor (human) agonism | P34981 | TRHR cells, calcium flux fluo-8, FDSS agonist mode | activation, % at 2 µM | 0.18% of 360,000 active | AID 493084; in the data active = activation above about 30%; also: 0% is about no effect
#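 Fluo-8-loaded TRHR cells; 10 s baseline, compound added, kinetic Ca2+ fluorescence read 1/s, agonist mode.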
# TRHR PAM – allosteric enhancers of human TRH receptor. TRHR cells, fluo-8 calcium fluorescence, EC20 TRH enhancement. enhancement, % at 2 µM. 0.66% of 360,000 active; in the data active = enhancement above about 30%; also: 0% is about no effect
#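 TRHR-expressing cells loaded with fluo-8 calcium dye were read kinetically (ex 480/em 530) during compound addition, then stimulated with an EC20 of TRH (10 nM final). Enhancement of the Gq-mediated intracellular calcium response was scored.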
# rTrxR1 inhibitor – blocks rat thioredoxin reductase 1 | O89049 | recombinant rTrxR1, NADPH fluorescence consumption, selenite substrate | Potency, µM (titrated, usually from 114 µM), for the others: at the highest dose activity change, negative = inhibition, hits mostly inhibitors | 1% of 390,000 active | AID 588453; also: potency is read from the fitted curve at half-maximal effect; % is scaled to controls: 0 for no effect and ±100 for the full control effect; nearly all actives have a fitted effect of over 65% in size
# Target sequence (O89049 whole entry, looked up): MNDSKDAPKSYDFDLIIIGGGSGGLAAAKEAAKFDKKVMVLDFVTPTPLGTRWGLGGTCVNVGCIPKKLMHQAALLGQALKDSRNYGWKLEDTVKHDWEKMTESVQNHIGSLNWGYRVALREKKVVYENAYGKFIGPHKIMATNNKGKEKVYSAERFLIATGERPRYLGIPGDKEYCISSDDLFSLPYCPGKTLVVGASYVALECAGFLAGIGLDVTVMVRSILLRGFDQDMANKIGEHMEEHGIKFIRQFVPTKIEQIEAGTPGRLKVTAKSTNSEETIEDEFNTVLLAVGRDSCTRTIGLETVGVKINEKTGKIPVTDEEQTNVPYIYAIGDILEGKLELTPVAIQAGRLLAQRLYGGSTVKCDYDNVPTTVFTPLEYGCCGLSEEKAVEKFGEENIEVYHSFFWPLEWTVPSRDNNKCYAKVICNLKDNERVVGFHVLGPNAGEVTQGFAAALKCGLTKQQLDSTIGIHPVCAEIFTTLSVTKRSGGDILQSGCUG
#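 Rat TrxR1 (90 nM in the dispensed reagent) was pre-reduced with 400 uM NADPH for 5 min at room temperature, then incubated with compound for 15 min. After 400 uM selenite was added, NADPH fluorescence (Ex 340/Em 450 nm) was followed for 8 min.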
# D2 ag – activates the human D2 dopamine receptor | P14416 | HEK293 T-REx D2 cells, calcium flux agonist mode | activation, % at 2 µM | 0.53% of 340,000 active;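 active = activation over 3 SD above normal in the single-dose calcium agonist read, cut at about 30% in these data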; also: 0% is about no effect
#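 Agonism is scored from calcium flux in a force-coupled, inducible HEK293 cell line expressing D2, read kinetically for 180 s after compound addition against dopamine controls.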
# TrxR1 substrate – is turned over as a substrate by rat TrxR1; O89049; purified TrxR1 substrate turnover, NADPH consumption readout; Potency, µM (top dose mostly 114 µM), for the others: at the highest dose activity change, negative = substrate turnover; 0.01% of 390,000 active; also: potency is read from the fitted curve at half-maximal effect; % is scaled to controls: 0 for no effect and ±100 for the full control effect; nearly all actives have a fitted effect of over 50% in size
#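 Rat TrxR1, dispensed at 90 nM, was prereduced with 400 uM NADPH (final) for 5 min at ~22 deg C, then incubated with compound 15 min before 400 uM selenite. A first-read NADPH fluorescence drop versus no-compound background flagged substrates.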
# Numbers without * were called inactive; ? = inconclusive; . = not tested or not shown; [ ] = another dose, or the depositor's remark. Unless noted, calls follow the shape of the dose curve; as a rule, active = well fitted inhibition curve with a large enough effect; inconclusive = small, poorly fitted or top-dose-only effect; inactive = no such curve, though single readings can be large or run the other way. An excerpt; the hit share may differ from the screen's.
SMILES,mIDH1 inhibitor,Pin1 inh,D2 antagonist,USP1-UAF1 inh,TRHR ag,TRHR PAM,rTrxR1 inhibitor,D2 ag,TrxR1 substrate
C/C(=N\NC(=O)c1ccc([N+](=O)[O-])cc1Cl)c1ccccc1,-8%,5%,18,-5%,-0.9,-5,0%,1.2,-8%
O=C(N/N=C/c1ccc2ncccc2c1)c1cc(-c2cccs2)nc2ccccc12,-1%,12%,-19,-2%,0.1,-1,28%,0.5,36%[activator]
COc1ccc(NC(=O)c2csc(Cc3ccc(Cl)cc3)n2)cc1,-12%,-8%,8,-21%,1.1,-2,27%,-0.4,2%
Cc1cccc(C(C)(C)C)c1OCCOCCN1CCCC1,-1%,-3%,-18,3%,0.3,4,3%,-0.2,-8%
CC(C(=O)N(C)C1CCS(=O)(=O)C1)N1C(=O)/C(=C/c2ccc(F)cc2)SC1=S (stereo unspecified),5%,4%,12,-24%,3.5,-6,-15%,2.9,-8%
CCC(=O)NC(c1ccccc1OC)c1ccc2cccnc2c1O (stereo unspecified),6%,?,6,-5%,-0.6,-3,26%,0.6,10%
COc1ccccc1Nc1nc(Cl)nc(NC(C)(C)C)n1,-1%,1%,-5,-14%,-0.2,-6,23%[57.1 µM],2.0,2%[57.1 µM]
Cc1cc(NC(=O)CSc2nnc(Nc3ccccc3F)s2)no1,5%,4%,11,-16%,0.0,0,51%[activator],0.0,11%
CC(=O)C[C@@H](O)CC(=O)[C@@H]1OC(=O)CCCCCc2ccccc21,-9%,1%,.,-29%,.,.,2%,.,-1%
N/C(=N\OS(=O)(=O)c1ccc2ccccc2c1)c1ccccn1,-1%,-2%,10,-4%,0.3,2,20%[57.1 µM],18,12%
CCOC(=O)C1(CC)CC(CSc2nc3ccccc3[nH]2)OC1=O (stereo unspecified),-3%,0%,-22,2%,-2.2,2,7%[57.1 µM],-0.2,-2%
Cc1cccn2c(=O)c(C=O)c(NCc3ccccc3)nc12,-7%,12%,-8,-23%,-2.3,-3,30%,0.8,23%
Cn1c(SCC(=O)Nc2ccccc2)nnc1-c1ccccc1,0%,13%,.,-8%,0.0,2,16%[57.1 µM],.,-3%[57.1 µM]
CC1=NNC(=O)C1CC(=O)N/N=C/c1cccs1 (stereo unspecified),11%,-11%,3,-12%,1.5,-3,8%,-0.1,-3%
CCN(CC)c1ccc(-n2c(O)c(C=C3N=c4ccccc4=N3)sc2=S)cc1,-3%,-4%,4,-3%,0.4,0,12%,0.9,-2%
CCOC(=O)CN1C(=O)N[C@@H](CCc2ccccc2)[C@H](C(C)=O)[C@H]1C,0%,-4%,.,-12%,.,.,23%,.,5%
Cc1cc(C(=O)N2CCCC(N3CCN(c4cccc(Cl)c4)CC3)C2)n(C)n1 (stereo unspecified),2%,-5%,-8,4%,0.0,0,0%,13,-3%
NS(=O)(=O)c1ccc(CCNC(=O)c2nc(SCc3ccccc3F)ncc2Cl)cc1,-8%,0%,.,-7%,-1.8,1,1%,-1.3,-3%
Cc1ccc(CNC(=S)NC2CCC(C(C)(C)C)CC2)cc1 (stereo unspecified),-5%,3%,6,-23%,1.1,-2,13%,-0.2,-4%
O=C(Cn1c2ccccc2c2nc3n(c(=O)c21)CCCS3)Nc1ccccc1,-11%,7%,1,-12%,-0.6,-2,19%,-0.2,0%
CCOc1ccc(-n2c(SCC(=O)Nc3ccccc3CC)nc3n[nH]c(C)c3c2=N)cc1,.,.,-8,.,1.0,-4,.,-1.1,.
O=C(CN1C(=O)C2(SCC(=O)N2c2ccc(F)c(F)c2)c2ccccc21)Nc1cccc(Cl)c1 (stereo unspecified),1%,19%,.,-29%,0.8,8,7%,1.1,-2%
COc1cccc(C2NC(=O)CCC2[N+](=O)[O-])c1 (stereo unspecified),-1%,0%,3,-10%,0.7,5,-34%,-0.7,-19%
CC(C)CCOP(=O)(c1ccc(N(C)C)cc1)C(O)c1ccccc1F (stereo unspecified),5%,-3%,.,-16%,0.2,25,15%,.,10%
COc1cc(C2C3=C(CC(C)(C)CC3=O)N(C)C3=C2C(=O)CC(C)(C)C3)cc(Br)c1O,16%,1%,1,-8%,-0.2,1,-35%,0.1,10%
CCOC(=O)CNC(=O)CCc1nnc2ccc(N3CCC(C)CC3)nn12,3%,-7%,10,-7%,-1.4,-2,14%,-1.0,2%
CCOc1ccccc1NC(=O)CSc1nc(=O)[nH]c2c1CCCC2,8%,-7%,.,-26%,0.4,1,8%[57.1 µM],0.8,-2%[57.1 µM]
COc1ccc(NC(=O)COC(=O)c2ccc(OCc3ccccc3Cl)c(OC)c2)c(OC)c1,6%,-1%,-8,-9%,0.7,-2,12%[57.1 µM],0.0,-1%[57.1 µM]
CS(=O)(=O)c1ccc2nc(NC(=O)c3ccc(N4C(=O)CCC4=O)cc3)sc2c1,12%,1%,10,-15%,-0.3,7,20%,0.0,16%
CCCC(=O)Nc1nc(-c2ccc(Cl)s2)cs1,0%,3%,0,-12%,-0.1,2,18%,0.6,-7%
Cn1cnc2c1c(=O)n(CC(O)CO)c(=O)n2C (stereo unspecified),6%,-1%,18,1%,0.5,7,-6%,-0.9,-7%
COc1ccc(C(=O)NNC(=O)CN(C)S(=O)(=O)c2ccc(Cl)cc2)c(OC)c1OC,2%,-3%,8,-17%,0.7,-1,-4%,0.0,-3%
O=C(C(Cc1ccccc1)NS(=O)(=O)c1cccc2cccnc12)N1CCc2ccccc21 (stereo unspecified),-3%,-5%,-12,?,0.1,-5,26%,-0.7,-1%
O=C(/C=C/c1ccccc1)N1CCN(CC(O)COc2ccccc2)CC1 (stereo unspecified),-2%,8%,25,-7%,0.1,-3,4%,0.4,-5%
COc1ccc(OC)c(/C=N/NC(=S)NCCc2ccccc2)c1,0%,5%,1,-20%,-0.2,4,29%,-0.5,20%
Cc1cccc(N2CCN(c3ccc(NC(=O)/C=C\C(=O)O)cc3)CC2)c1,-5%,4%,-36,-25%,0.5,0,-3%[57.1 µM],1.1,-3%[57.1 µM]
Cc1nnc(N2CCCC(C(=O)Nc3cccc(C(F)(F)F)c3)C2)c2nn(-c3ccccc3)c(C)c12 (stereo unspecified),?,23%,.,-8%,0.0,-3,13%[57.1 µM],.,4%[57.1 µM]
OCC[C@H]1C[C@H](O)[C@@H](O)[C@]2(Cc3ccccc3O2)O1,10%,2%,17,-19%,0.2,-5,3%,0.7,1%
COc1ccc(/C=C2/N=C3CCCCCN3C2=O)cc1OC,2%,3%,13,-13%,-0.1,-2,-7%[57.1 µM],0.0,0%[57.1 µM]
CCN(CC(=O)Nc1cc(Cl)ccc1C)C(=O)c1ccc(=O)n(Cc2ccccc2)n1,9%,2%,21,-19%,0.2,-13,4%,0.0,-2%
CC1CCN(c2ccccc2N)CC1,5%,1%,16,-15%,-0.4,5,1%,-0.1,-5%
Cc1nc(C(F)(F)F)ccc1C(=O)Nc1ccc(C(F)(F)F)cn1,16%,-6%,5,-13%,0.6,1,-1%,0.9,-6%
Cc1cc(C)n(-c2ccc(C(=O)Nc3cccnc3)cc2)n1,3%,-2%,-5,-9%,0.4,-5,8%[57.1 µM],-1.4,-20%[57.1 µM]
COc1cc(Br)c(C(C)NC(=O)c2cccc(Br)c2)cc1OC (stereo unspecified),1%,-9%,21,-5%,0.1,-10,2%,-0.4,-1%
COc1cc(NC(=O)CSc2ccc3c(c2)OCCO3)cc(OC)c1OC,2%,0%,-31,-16%,-0.6,-4,6%[57.1 µM],-0.6,8%[57.1 µM]
Nc1nonc1-n1nnc(C(=O)N/N=C/c2ccc(OCc3cccc(Cl)c3)cc2)c1CN1CCCCC1,1%,5%,12,-7%,0.3,0,13%,-0.5,-2%
COc1cc(CC(=O)OCC(=O)c2ccc3c(c2)OCCO3)cc(OC)c1OC,5%,4%,-8,-3%,-0.4,4,-2%[57.1 µM],0.1,9%[57.1 µM]
Cc1c(OC(C)C(=O)NCc2cccnc2)ccc2c3c(c(=O)oc12)CCCC3 (stereo unspecified),6%,3%,-1,-6%,-0.7,1,21%,-0.2,61%[activator]

# Shown with values under each structure: 3 of the compounds above
# Values run as follows: mIDH1 inhibitor | Pin1 inh | D2 antagonist | USP1-UAF1 inh | TRHR ag | TRHR PAM | rTrxR1 inhibitor | D2 ag | TrxR1 substrate
OCC[C@H]1C[C@H](O)[C@@H](O)[C@]2(Cc3ccccc3O2)O1
 : 10% | 2% | 17 | -19% | 0.2 | -5 | 3% | 0.7 | 1%
Nc1nonc1-n1nnc(C(=O)N/N=C/c2ccc(OCc3cccc(Cl)c3)cc2)c1CN1CCCCC1
 : 1% | 5% | 12 | -7% | 0.3 | 0 | 13% | -0.5 | -2%
COc1cc(Br)c(C(C)NC(=O)c2cccc(Br)c2)cc1OC (stereo unspecified)
 : 1% | -9% | 21 | -5% | 0.1 | -10 | 2% | -0.4 | -1%

# Going on with the list.
SMILES,mIDH1 inhibitor,Pin1 inh,D2 antagonist,USP1-UAF1 inh,TRHR ag,TRHR PAM,rTrxR1 inhibitor,D2 ag,TrxR1 substrate
CN1CCN(C(=O)c2ccc3c(c2)N(Cc2ccc(Cl)cc2)C(=O)c2ccccc2S3=O)CC1 (stereo unspecified),15%,1%,20,-1%,0.9,-1,-4%[57.1 µM],-0.4,2%[57.1 µM]
COc1ccc(C2C(C(=O)c3ccc(C)o3)=C(O)C(=O)N2Cc2cccnc2)cc1 (stereo unspecified),-7%,7%,1,-10%,0.2,-4,12%[57.1 µM],0.5,4%[0.0914 µM]
COC(=O)C(C(=O)OC)N1C(=O)CCC1=O,2%,2%,-4,-12%,0.1,0,8%,0.5,9%[57.1 µM]
COc1ccc(N2CCN(C(=O)CC(C)S(=O)(=O)c3ccc4c(c3)NC(=O)CO4)CC2)cc1 (stereo unspecified),18%,2%,11,-17%,0.6,1,7%,1.4,5%
CCOC(=O)c1c(NC(=O)COC(=O)c2ccc([N+](=O)[O-])cc2)sc(C(=O)N(C)C)c1C,2%,1%,7,-10%,-0.9,4,-5%,-0.7,-4%

# Source: PubChem (National Center for Advancing Translational Sciences (NCATS))
